WRN helicase inh: qHTS for Inhibitors of WRN Helicase | Potency, µM (doses to about 114 µM), for inactives: top-dose activity change, negative = inhibition, most hits filed as inhibitors | 360,000 compounds, 0.46% hits | Bifunctional 3'-5' exonuclease/ATP-dependent helicase WRN (Homo sapiens), Q14191 | WRN helicase unwinding, fluorescent forked duplex, kinetic; note: potency is the fitted concentration of half-maximal effect; % is set by controls: 0 for no effect and ±100 for the full control effect; nearly all actives have a fitted effect of over 55% in size
Target sequence (Q14191 whole entry, looked up): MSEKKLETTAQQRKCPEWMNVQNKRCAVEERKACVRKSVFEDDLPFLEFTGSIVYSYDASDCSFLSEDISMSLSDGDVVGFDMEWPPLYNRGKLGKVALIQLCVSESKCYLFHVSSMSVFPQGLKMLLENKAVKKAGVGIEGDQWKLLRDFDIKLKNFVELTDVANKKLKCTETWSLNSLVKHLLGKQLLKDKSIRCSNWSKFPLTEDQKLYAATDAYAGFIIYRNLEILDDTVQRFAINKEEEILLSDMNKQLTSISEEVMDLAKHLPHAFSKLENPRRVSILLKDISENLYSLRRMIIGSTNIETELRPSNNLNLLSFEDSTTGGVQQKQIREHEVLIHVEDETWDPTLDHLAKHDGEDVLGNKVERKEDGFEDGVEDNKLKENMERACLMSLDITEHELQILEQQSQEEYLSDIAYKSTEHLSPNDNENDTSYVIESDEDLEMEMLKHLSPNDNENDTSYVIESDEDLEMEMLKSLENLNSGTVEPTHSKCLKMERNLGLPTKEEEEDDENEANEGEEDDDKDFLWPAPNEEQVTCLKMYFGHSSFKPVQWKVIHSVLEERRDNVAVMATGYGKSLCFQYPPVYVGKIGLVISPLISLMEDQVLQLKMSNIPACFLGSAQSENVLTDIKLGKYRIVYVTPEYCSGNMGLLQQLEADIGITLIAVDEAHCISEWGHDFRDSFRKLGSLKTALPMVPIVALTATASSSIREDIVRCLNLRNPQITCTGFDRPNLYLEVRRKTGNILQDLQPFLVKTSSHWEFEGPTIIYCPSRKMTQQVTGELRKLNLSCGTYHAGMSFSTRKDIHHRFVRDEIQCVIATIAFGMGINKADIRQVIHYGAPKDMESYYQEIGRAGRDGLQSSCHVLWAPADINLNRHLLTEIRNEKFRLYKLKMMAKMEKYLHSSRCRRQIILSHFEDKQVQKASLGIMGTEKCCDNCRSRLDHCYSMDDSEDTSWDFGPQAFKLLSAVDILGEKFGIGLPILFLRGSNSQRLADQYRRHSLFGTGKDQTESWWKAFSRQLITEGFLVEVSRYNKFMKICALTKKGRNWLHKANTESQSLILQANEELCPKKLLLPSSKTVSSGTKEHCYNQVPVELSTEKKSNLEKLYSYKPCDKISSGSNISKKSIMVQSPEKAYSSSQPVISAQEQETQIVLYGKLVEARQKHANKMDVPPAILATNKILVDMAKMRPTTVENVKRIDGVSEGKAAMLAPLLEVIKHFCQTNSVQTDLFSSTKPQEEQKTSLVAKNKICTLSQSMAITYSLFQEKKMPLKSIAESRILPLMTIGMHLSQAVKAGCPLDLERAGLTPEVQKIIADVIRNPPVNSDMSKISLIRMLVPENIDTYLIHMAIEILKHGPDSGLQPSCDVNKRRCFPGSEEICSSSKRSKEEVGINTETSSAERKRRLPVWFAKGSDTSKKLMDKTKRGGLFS
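WRN at 20 nM final was preincubated with compound for 15 min at room temperature; reaction started with 100 nM forked duplex oligonucleotide carrying fluorophore and quencher plus 2 mM ATP (final). Unwinding followed kinetically by red fluorescence (ex 525/em 598 nm).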
PLK1 PBD inh: qHTS for Inhibitors of PLK1-PDB (polo-like kinase 1 - polo-box domain): Primary Screen. Plk1 PBD binding of FITC phosphopeptide, fluorescence polarization. Potency, µM, inactives show max response, negative = inhibition, most hits filed as inhibitors. 360,000 compounds, 2.8% hits; note: potency is the fitted concentration of half-maximal effect; series mostly up to about 57 µM; % is set by controls: 0 for no effect and ±100 for the full control effect; nearly all actives have a fitted effect of over 65% in size
IL2 activator: qHTS of IL-2 Activators; IL-2 activation reporter assay, cell-based qHTS; stimulated with anti-CD3/CD4/CD28 beads; in transgenic mouse T cells; activation, % (series mostly up to about 46 µM); AID 652025, 2013; 360,000 compounds, 0.065% hits; in the data active = activation above about 50%; inconclusive = mostly about 30% to 49%; note: 0% is about no effect
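Readout is EGFP and DsRed signal by fluorescent plate cytometry after 18 h at 37 degrees C. Transgenic mouse T cells (750/well) received compound for 60 min before bead stimulation (anti-CD3, anti-CD4, anti-CD28); memory T cells served as non-tolerant control.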
FUS suppressor: qHTS for Suppressors of FUS Proteinopathy: Primary screen using FUS-linked yeast assay. S. cerevisiae FUS-expressing, growth rescue, OD600, 24 h. Potency, µM (series often up to 76.6 µM), for the others: at the highest dose growth rescue (activation), hits mostly activators. 390,000 compounds, 0.24% hits;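 note: potency is the fitted concentration of half-maximal effect; plate controls were DMSO vehicle for no effect and reference control for full effect; nearly all actives have a fitted effect of over 55% in size; some results filed as inactive show a strong effect at the top dose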
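Steps: raffinose overnight preculture; dilution to OD 0.005 in 2% galactose minimal medium; compound addition (concentration series); 24hr at 30C, 99% humidity; absorbance read at 600 nm.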
EPAC1 ag: qHTS for Agonist of cAMP-regulated guanine nucleotide exchange factor 3 (EPAC1): primary screen. Rap guanine nucleotide exchange factor 3 (Homo sapiens), O95398. EPAC1 agonist qHTS, biochemical assay; response scale: 100% = response to 6.5 mM cAMP. Potency, µM (doses to about 154 µM), inactives show at the top dose activation, most hits filed as activators. 360,000 compounds, 0.073% hits. AID 720707, 2013; note: potency is the fitted concentration of half-maximal effect; nearly all actives have a fitted effect of over 60% in size
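Fluorescent GDP-exchange assay: 100 nM EPAC1 with 250 nM Rap1B preloaded with BODIPY-GDP and 50 uM GDP; compounds tested as concentration series, 5 min at room temperature, then read every 5 min for 30 min (ex 480/em 540 nm); normalized to 6.5 mM cAMP.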
EPAC1 antag: qHTS for Antagonist of cAMP-regulated guanine nucleotide exchange factor 3 (EPAC1): primary screen. Rap guanine nucleotide exchange factor 3 (Homo sapiens), O95398. EPAC1 GEF assay, Rap1b-BODIPY-GDP exchange fluorescence. Potency, µM (series often up to 115 µM), for the others: at the highest dose activity change, negative = inhibition, actives largely listed as inhibitors. 360,000 compounds, 0.14% hits;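 note: potency is the fitted concentration of half-maximal effect; plate controls were vehicle for no effect and positive control for full effect; nearly all actives have a fitted effect of over 50% in size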
Abeta yeast res: qHTS for compounds that reverse cellular toxicity of Amyloid beta (A-beta) peptide in yeast: Primary Screen | yeast expressing A-beta42, growth rescue, OD600, 48 h; response scale: 0% DMSO, 100% iron-clioquinol control | Potency, µM (highest dose often 46.1 µM), for inactives: top-dose growth rescue, actives largely listed as activators | AID 1347071, 2019 | 410,000 compounds, 0.063% hits; note: potency is the fitted concentration of half-maximal effect; nearly all actives have a fitted effect of over 55% in size
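Yeast growth medium received pinned compounds, then yeast cells expressing toxic A-beta were added; plates incubated at 30 C for 48 hr. Growth read as absorbance at 600 nm, normalized to DMSO and equimolar FeCl3 plus clioquinol controls.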
PI5P4K alpha inh: qHTS for Inhibitors of phosphatidylinositol 5-phosphate 4-kinase (PI5P4K). PI5P4Kalpha enzyme, ADP-Glo luminescence, 60 min; hits give low values. 330,000 compounds, 1.2% hits. AID 652105, 2013. max response, %. Phosphatidylinositol 5-phosphate 4-kinase type-2 alpha (Homo sapiens), P48426; active = max response of -50% or lower; inconclusive = between -30% and -50%; inactive = -30% or higher; note: value at the top dose of about 77 µM; % is set by controls: 0 for no effect and ±100 for the full control effect
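Enzyme plus substrate dispensed, test compounds pinned in, then ATP (5 microM final) added. After 60 min at RT, ADP-Glo reagent 1 for 45 min and reagent 2 for 30 min preceded luminescence imaging.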
Active calls of the source: *; ? = inconclusive; / = not tested or not shown; [ ] = another dose, or the depositor's remark. Unless noted, calls come from the whole dose curve; as a rule, active = well fitted curve in the direction sought with a large enough effect; inconclusive = small, poorly fitted or top-dose-only effect, or another doubt; inactive = no such curve, though single readings can be large; an effect the other way counts as inactive or inconclusive. This is a random part of the collection (roughly 4.1% active in at least one column).

SMILES	WRN helicase inh	PLK1 PBD inh	IL2 activator	FUS suppressor	EPAC1 ag	EPAC1 antag	Abeta yeast res	PI5P4K alpha inh
Cc1ccc(S(=O)(=O)N2CC3CCCC2C3)cc1 (centres undefined)	3%	-1%	1.0	-7%	5%	19%	19%	0
N#CC1=C(N)OC2=C(C(=O)CC(c3ccccc3)C2)C1c1ccc2c(c1)OCO2 (centres undefined)	-6%	5%	0.9	15%	-7%	-24%	16%	-10
C/C(=N\NC(=O)c1c[nH]c2ccccc12)c1ccco1	-17%	-9%	-2.2	7%	1%	8%	5%	/
COc1ccc(N2C(=O)CCC(C(C)=O)=C2C)cc1	15%	-6%	-2.8	13%	-2%	5%	-12%	13
COc1ccc(S(=O)(=O)N2CCOCC2)cc1NC(=O)Cc1cccs1	4%	-11%	-0.2	/	-4%	0%	-1%	-14
O=C(Nc1ccc2c(c1)OCO2)C1CCN(C(=O)c2cccs2)CC1	-7%	-7%	0.0	-3%	8%	16%	13%	-10
Cc1cc(Oc2ccc(Br)cc2)nc(SCC(=O)c2ccccc2)n1	-24%	-10%	-0.6	/	2%	-3%	3%	5
COC(=O)NNC(=O)c1cccc(C)c1	7%	-13%	0.0	/	5%	-1%	-1%	13
CC1CN(c2ccc([N+](=O)[O-])c(NCCOc3ccccc3)c2)CCN1 (centres undefined)	-14%	-2%	-4.0	-1%	1%	-15%	7%	17
COc1cccc(/C=N/NC(=S)NCc2ccco2)c1OC	-9%	-7%	7.5	-22%	8%	-19%	5%	-10
COCCNS(=O)(=O)c1ccc2c(c1)Cc1cc(S(=O)(=O)NCCOC)ccc1-2	9%	19µM*	-0.8	1%	4%	4%	6%	-18
CC(=O)c1c(C)oc2c1cc(NS(=O)(=O)c1ccc(C(=O)O)cc1)c1ccccc12	-21%	?	-0.4	?	5%	-20%	-3%	0
CCc1ccc2nc(NC(=O)CSCc3c(C)noc3C)sc2c1	-12%	-9%	-0.8	-1%	4%	3%	19%	-4
CC(C)c1onc(C(=O)N2CCCCC2)c1[N+](=O)[O-]	-8%	-1%	-1.0	/	9%	-11%	3%	0
COc1ccccc1CNC(=O)c1cc(S(=O)(=O)N2CCOCC2)cn1C	-6%	-9%	-1.7	-16%	9%	4%	3%	3
CNCCOc1ccccc1-c1ccccc1	7%	-12%	-2.0	-28%	3%	2%	2%	-19
C/C(=N\OC(=O)C1CC1)C1CC1c1ccc(F)cc1 (centres undefined)	-26%	6%	-0.1	2%	5%	8%	4%	1
O=C(O)CCCCCNC(=O)c1ccc(Br)cc1	1%	-2%	0.1	?	0%	1%	-4%	-1
COc1ccc(C(=O)NC2CC(C)(C)Cc3c2cnn3-c2ccccc2)c(OC)c1 (centres undefined)	-20%	1%	-1.8	?	11%	-1%	-8%	3
O=C(O)C(F)(F)C(NCc1ccccc1)c1ccccc1 (centres undefined)	-3%	-3%	-1.8	-20%	1%	1%	3%	3
CCOC(=O)C1=C(C)OC(N)=C(C#N)C1c1cc(SCC)oc1C (centres undefined)	-8%[57.1 µM]	-15%	-0.3	2%	0%	-17%	9%	-1
CCCCCCSc1ccc([C@H]2N[C@@](CC(C)C)(C(=O)OC)[C@H]3C(=O)N(C)C(=O)[C@@H]23)cc1OC	-11%	21µM*	-4.2	?	-19%	-22%	19%	10
C[C@@H]1CNC(=O)c2c(C(=O)N[C@H](C)c3ccccc3)ncn21	10%	2%	0.0	-18%	-13%	17%	0%	-1
C=CCn1c(=N)n(CC(O)COc2ccccc2OC)c2ccccc21 (centres undefined)	-4%	7%	-2.7	-1%	0%	10%	8%	-4
CNC(=S)N1CCN(c2ccc(OC)cc2)CC1	3%	-4%	-0.5	1%	7%	10%	3%	/

Retrieved one by one from the list above, 4 records:
SMILES	WRN helicase inh	PLK1 PBD inh	IL2 activator	FUS suppressor	EPAC1 ag	EPAC1 antag	Abeta yeast res	PI5P4K alpha inh
C=CCn1c(=N)n(CC(O)COc2ccccc2OC)c2ccccc21 (centres undefined)	-4%	7%	-2.7	-1%	0%	10%	8%	-4
C/C(=N\OC(=O)C1CC1)C1CC1c1ccc(F)cc1 (centres undefined)	-26%	6%	-0.1	2%	5%	8%	4%	1
CC(C)c1onc(C(=O)N2CCCCC2)c1[N+](=O)[O-]	-8%	-1%	-1.0	/	9%	-11%	3%	0
Cc1ccc(S(=O)(=O)N2CC3CCCC2C3)cc1 (centres undefined)	3%	-1%	1.0	-7%	5%	19%	19%	0

Further results
SMILES	WRN helicase inh	PLK1 PBD inh	IL2 activator	FUS suppressor	EPAC1 ag	EPAC1 antag	Abeta yeast res	PI5P4K alpha inh
COC(=O)c1cc(NC(=O)c2ccccc2)c(=O)oc1/C=C/Nc1ccc(Oc2ccccc2)cc1	-13%	22%	4.4	3%	?	19%	17%	-2
CCC(=O)NC1(C(F)(F)F)C(=O)Nc2c1c(=O)n(C)c(=O)n2C (centres undefined)	4%	-3%	-0.2	6%	7%	-5%	8%	-2
O=C1OC(CC(=O)N(Cc2nnc(-c3ccc(Cl)cc3)o2)C2CC2)c2ccccc21 (centres undefined)	9%	1%	-0.1	4%	6%	7%	-7%	4
N=C1/C(=C/c2ccc(-c3cccc(C(=O)O)c3)o2)C(=O)N=C2SC=C(c3ccccc3)N12	35µM*	15µM*	0.4	22%	?	?	-6%	-83*
Cc1ccc(S(=O)(=O)Nc2nc3ccccc3s2)cc1[N+](=O)[O-]	-6%	?	0.0	4%	-4%	?	-7%	9
Cc1ccc(-c2cc(C(=O)Nc3ccccn3)c3ccccc3n2)o1	?	?	-5.6	11%	-1%	?	-16%	?
COc1cc(CNc2cccc(F)c2)cc(Br)c1O	-14%	-6%	-1.1	14%	7%	-14%	-7%	/
Cc1onc(-c2ccccc2)c1C(=O)N/N=C/c1ccc(Br)cc1	3%	1%	-3.5	14%	-2%	-6%	10%	3
CNC(=O)CSc1nc2c([nH]c3ccccc32)c(=O)n1CCOC	-20%	-12%	-3.3	/	-3%	-6%	-4%	-8
COc1ccccc1CNS(=O)(=O)c1ccc2c(c1)CCCN2C(C)=O	-3%	0%	-0.6	2%	3%	9%	2%	6
Cc1cccc(-n2nc(C)c3c2NC2=C(C(=O)CCC2)C3c2ccccn2)c1 (centres undefined)	11%	-5%	0.0	28%	8%	0%	10%	-3
CSc1nc(SC)c2c3c(oc2n1)COC(C)(C)C3	-5%	-22%	-2.8	4%	2%	-4%	1%	4
COc1ccc(C(=O)n2cc(C(C)=O)c3ccccc32)cc1	3%	-26%	0.6	-30%	-4%	-23%	-3%	-7
CC(C)(C)c1cc(NC(=O)C2(C)CCN2C(=O)C2(c3ccccc3)CC2)no1 (centres undefined)	-5%	-1%	-0.3	31%	-7%	-4%	-10%	1
c1ccc2[nH]c(SCc3cscn3)nc2c1	-5%	-2%	-0.5	-11%	0%	11%	19%	4
C=C[C@@H]1c2ccccc2N(S(=O)(=O)c2ccc(C)cc2)[C@H](c2ccc(C(F)(F)F)cc2)C1(C#N)C#N	8%	3%	-0.2	-11%	-22%	8%	7%	-6
CCOc1ccc(NC(=O)CN(C)C(=O)c2ccc3[nH]c4c(c3c2)CC(C)CC4)cc1OCC (centres undefined)	-11%	2%	-3.9	?	-18%	-16%	13%	2
CC(C(=O)Nc1cc([N+](=O)[O-])ccc1Cl)N1CCN(c2ccccc2)CC1 (centres undefined)	-2%	-8%	-1.7	21%	-4%	18%	3%	0
O=C(Nc1c(-c2ccccc2)[nH][nH]c1=O)c1ccc2ccccc2c1	-9%	?	-0.2	16%	6%	-13%	4%	-7
CC(C)c1ccc(CN2CCC2(C)C(=O)Nc2ccc3c(c2)OCO3)cc1 (centres undefined)	-15%	3%	1.3	17%	-9%	-20%	12%	9
C=CCSc1nccc(-c2cc(Cl)sc2Cl)n1	-13%	-11%	-3.8	/	2%	-25%	2%	18
CS(=O)(=O)N1CCN(C(=O)Cc2ccc(Br)cc2)CC1	1%	-4%	-0.5	5%	0%	7%	-8%	-13
CCN1CCCC1Cn1cnc2c([nH]c3ccc(Cl)cc32)c1=O (centres undefined)	2%	-2%	-1.5	-14%	0%	7%	9%[9.22 µM]	0
CCCn1nc(-c2ccccc2)c2nc3ccccc3nc21	4%	17µM*	0.5	10%	17%	4%	-8%	-5
O=C(CSc1ncccn1)NCCc1ccccc1	5%	0%	0.4	27%	-3%	11%	27%	/
Following part.
SMILES	WRN helicase inh	PLK1 PBD inh	IL2 activator	FUS suppressor	EPAC1 ag	EPAC1 antag	Abeta yeast res	PI5P4K alpha inh
O=S(=O)(NCc1cc(-c2ccccc2Cl)no1)c1ccccc1	-13%	-21%	0.1	8%	1%	-12%	-2%	0
Cc1ccccc1NC(=O)CC1c2ccccc2CC(C)(C)N1C (centres undefined)	2%	3%	-0.4	-16%	0%	-6%	-17%	-1
O=C(Nc1c(C(=O)N2CCCCC2)cnn1-c1ccccc1)c1ccco1	-8%	0%	-0.3	-10%	-6%	3%	-1%	/
S=C(NC12CC3CC(CC(C3)C1)C2)N1CCCC1	1%	-9%	-1.8	/	-8%	0%	5%	2
CCC(C)(C(=O)NC1CCCC1)N(C(C)=O)c1ccc(C)cc1 (centres undefined)	3%	-13%	-2.5	23%	6%	3%	-2%	/
O=C(Nc1ccc2c(c1)OCO2)NC1(C(F)(F)F)Oc2ccccc2O1	-2%	-4%	0.3	1%	13%	0%	-7%	0
CN(C)CCCN(C(=O)c1ccco1)c1nc(-c2ccc(Cl)cc2)cs1	28%	-9%	-0.7	2%	7%	-6%	-27%	-2
c1ccc(-c2noc(C3CCC3)n2)nc1	-20%	-8%	2.5	-1%	-2%	26%	-6%	6
COc1cccc(-c2cc3nc4c(c(NCC(C)(C)CN(C)C)n3n2)CCCC4)c1	-3%	-7%	-4.8	-15%	10%	-10%	-18%	19
CCOc1ccc(S(=O)(=O)Nc2ccc3c(c2)OCO3)cc1	-1%[57.1 µM]	-12%	-0.3	-12%	8%	-9%	-10%	-2

Screening results deposited in PubChem BioAssay by National Center for Advancing Translational Sciences (NCATS).
